# SV40 large T antigen = SV40 large T antigen inhibitors, biochemical (AID 1903). 0.39% of 310,000 active. inhibition, % at 20 µM; hits with a dose series show IC50 in µM. SV40 large T antigen ATPase/helicase inhibition assay; higher % means a stronger effect; in the data active = a potency from the dose series; note: strong numbers were not always called active
# KOR beta-arrestin-1 = kappa opioid receptor blockers – cell-based, luminescence, uHTS (AID 1778); KOR beta-arrestin recruitment, luminescence, antagonist mode; higher % means a stronger effect; inhibition, % at 10 µM, or IC50 in µM where a hit was titrated; 0.091% of 290,000 active; note: strong numbers were not always called active
# KOR beta-arrestin-2 = kappa opioid receptor activators – cell-based, luminescence, uHTS, primary screen (AID 1777). one-dose activation, % at 10 µM; EC50 in µM for titrated hits. KOR beta-arrestin recruitment, luminescence; higher % means a stronger effect. 0.02% of 280,000 active; in the data active = activation above about 50%, passing the limit was not always enough; note: a part of the inactive calls stands beside numbers as strong as those of hits
# GPR55 activation = selective activators of receptor GPR55 – imaging, U2OS cells, beta-arrestin-GFP redistribution, primary screen (AID 1961); U2OS GPR55 beta-arrestin-GFP redistribution imaging; higher % means a stronger effect; one-dose activation, % at 10 µM; EC50 in µM for titrated hits; 0.048% of 290,000 active;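 active = activation above 40% with more than 50 cells counted in the well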;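 note: U2OS osteosarcoma cells stably expressing GPR55 and beta-arrestin-GFP; plate controls were DMSO negative control for no effect and LPI positive control for full effect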
# GPR55 LPI antagonism = GPR55 antagonists blocking LPI-driven arrestin recruitment, primary screen, imaging, U2OS, beta-arrestin-GFP, LPI agonist (AID 2013) | U2OS GPR55 beta-arrestin-GFP translocation imaging, LPI antagonism; higher % means a stronger effect | one-dose inhibition, % at 10 µM; IC50 in µM for titrated hits | 0.13% of 290,000 active;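 active = spots per cell inhibited over 60%, with over 100 cells counted and total cytoplasm intensity under 500,000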;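 note: U2OS cells stably carrying GPR55 and arrestin-GFP stimulated by 5 µM LPI near EC80; imaged beta-arrestin-GFP aggregate spots per cell after agonist stimulation; plate controls were LPI-stimulated DMSO wells for no effect and DMSO wells without LPI for full effect; some results filed as inactive read as strong as hits; confirmed hits need IC50 under 10 µM and bright autofluorescent wells are also inconclusive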
# HEK293 NOD2/NF-kB = NOD2 signaling inhibitors, cell-based, luminescence, uHTS, HEK293 (AID 1566). HEK293 NOD2/NF-kB luciferase reporter, luminescence; higher % means a stronger effect. one-dose inhibition, % at 4 µM; EC50 in µM for titrated hits. 0.63% of 290,000 active; note: many of its hits are not listed in these tables
# HIV peptide binding = inhibitors of HIV fusion peptide binding, primary screen, biochemical, uHTS, fluorescence dequenching (AID 1986); cell-free peptide binding, fluorescence dequenching, 30 min; higher % means a stronger effect; one-dose inhibition, % at 20 µM; IC50 in µM for titrated hits; 0.3% of 290,000 active; in the data active = inhibition mostly above about 52%, no sharp cut-off; inactive = mostly below about 76%; note: some results filed as inactive read as strong as hits
# MgcRacGAP inhibition = MgcRacGAP GTPase-activating activity inhibitors, confirmation, biochemical, ADP Hunter fluorescence; MgcRacGAP-stimulated Rac1 GTP hydrolysis, ADP Hunter fluorescence; higher % means a stronger effect; GST-tagged Rac1 F28L mutant substrate; inhibition, % at 30 µM, or IC50 in µM where a hit was titrated; 0.6% of 340,000 active;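 active = first-screen hits whose inhibition reached a set limit at any dose in the follow-up dose series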;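 note: fluorescence reports GDP produced by GAP-driven GTP hydrolysis; strong numbers were not always called active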
# NOD1 NF-kB reporter = NOD1 signaling inhibitors, primary screen, cell-based, luminescence, uHTS (AID 1578); NOD1-driven NF-kB luciferase reporter cells, luminescence; higher % means a stronger effect; 1% of 290,000 active; inhibition, % at 4 µM; hits with a dose series show EC50 in µM; in the data active = inhibition mostly above about 36%, no sharp cut-off; inactive = mostly below about 34%;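 note: HEK-293T reporter cells stimulated with the NOD1 agonist gamma-tri-DAP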
# * = called active by the depositor; . = no result given; [ ] = dose if it differs, or a comment. Cut-off read from the data, not from the text of the source, unless noted: active = inhibition above about 50%; inactive = the rest.
SMILES,SV40 large T antigen,KOR beta-arrestin-1,KOR beta-arrestin-2,GPR55 activation,GPR55 LPI antagonism,HEK293 NOD2/NF-kB,HIV peptide binding,MgcRacGAP inhibition,NOD1 NF-kB reporter
Cc1cccc(C)c1Nc1c(-c2ccccc2O)nc2ncccn12,21%,-1%,5.7%,0.2%,-6%,4%,-1.4%,7%,-10%
COC(=O)c1cccc(S(=O)(=O)N2CCCCC2)c1,-6%,20%,-2.8%,1.0%,-7%,13%,7.3%,8%,13%
Cc1nn(CC(=O)Nc2ccc3nc4n(c(=O)c3c2)CCCC4)c(C)c1[N+](=O)[O-],12%,0%,-4.7%,0.0%,-4%,4%,-0.5%,9%,-26%
O=C(Cc1c(Cl)cccc1Cl)OCc1ccccn1,8%,-5%,-5.0%,0.3%,9%,27%,-1.0%,8%,-42%
COc1cccc(NC(=O)CNC(=O)[C@@H]2Cc3ccccc3CN2C(=O)OC(C)(C)C)c1,11%,9%,-2.0%,0.2%,14%,4%,1.7%,-13%,-9%
N#C/C(=C(/O)CSc1n[nH]c(N)n1)c1nc2ccccc2[nH]1,17%,38%,1.9%,0.6%,7%,11%,0.6%,9%,-5%
C=CCN(c1ccc(C(=O)NCCCn2ccnc2)cc1)S(C)(=O)=O,11%,-37%[20 µM],-2.4%,-0.3%,-8%,23%,0.6%,10%,12%
COc1ccc(-c2noc(CCC(=O)NCCCN3CCC(C)CC3)n2)cc1,-7%,6%,-1.9%,0.3%,11%,8%,3.5%,9%,-28%
CC(C)(NC(=O)c1cc(Cl)c2ccccc2c1O)C(=O)O,18%,6%,6.5%,-0.1%,12%,-3%,5.3%,23%,-11%
O=C(c1ccccc1)[C@H]1CC=CC[C@H]1C(=O)O,5%,-33%,-1.7%,0.2%,7%,-6%,1.4%,17%,-13%
COc1ccccc1OCCOc1ccc(C(=O)c2ccccc2)cc1,1%,-7%,-4.2%,0.3%,1%,14%,-2.2%,6%,-2%
Cc1ccc(N2C(=O)CC(n3nc(C)cc3C)C2=O)cc1 (configuration not stated),8%,11%,-1.2%,-0.1%,8%,10%,0.2%,2%,-16%
Cc1ccnn1CC(=O)N/N=C/c1cn[nH]c1-c1ccc(F)cc1,2%,21%,4.5%,0.0%,11%,-17%,-1.4%,5%,-14%
CN(C)CCCN(Cc1cc2cc3c(cc2[nH]c1=O)OCCO3)C(=O)NC1CCCCC1,20%,-6%,-0.8%,-0.1%,-10%,13%,2.2%,12%,1%
CCCC(=O)NNC(=O)c1c(O)c2ccccc2[nH]c1=O,-9%,-3%,-0.4%,-0.2%,18%,19%,-1.1%,-3%,-45%
Cc1ccc(C)c(N(CC(=O)NN=C2CCCCCCC2)S(C)(=O)=O)c1,2%,16%,-3.2%,-0.1%,-24%,14%,0.4%,4%,-9%
NS(=O)(=O)c1ccc(CCNC(=O)CN2CCCCC2)cc1,2%,-25%,-1.0%,1.1%,-8%,5%,-0.7%,9%,-38%
C=CCn1c(-c2ccc([N+](=O)[O-])cc2)n[nH]c1=S,13%,22%,4.8%,0.2%,6%,5%,0.9%,10%,-16%
Cc1cc(OCC(=O)NCCN2CCOCC2)ccc1Br,18%,16%,-4.0%,0.0%,19%,13%,-1.7%,8%,-12%
Cc1cc(N/N=C/c2ccccc2O)nc(-c2ccccc2O)n1,8%,-48%,-0.8%,-0.5%,5%,-24%,-1.5%,6%,37%
CC(C)(Nc1ccccc1)C(=O)c1ccccc1,4%,-4%,1.9%,-0.3%,5%,11%,-0.7%,3%,-3%
O=C1Nc2cc3c(cc2Sc2ccccc21)OCCO3,9%,9%,-0.9%,-0.2%,-4%,11%,-2.4%,9%,-2%
Cc1cc(N2CC(C(=O)O)CC2=O)ccc1Br (configuration not stated),1%,-20%,8.3%,0.9%,-1%,14%,-1.8%,3%,2%
NC(=O)CC(NC(=O)c1cccc(Br)c1)c1ccc(NC2CCC2)c([N+](=O)[O-])c1 (configuration not stated),7%,-21%[20 µM],4.1%,-0.3%,3%,-15%,-1.8%,6%,-1%
Nc1cccc(NC(=O)CCC(=O)NCc2ccco2)c1,7%,-21%,-1.8%,-0.2%,-12%,-2%,1.7%,14%,-5%
Cn1c(SCC(=O)N2CCN(S(=O)(=O)c3ccccc3)CC2)nc2ccccc21,13%,-7%,1.0%,0.2%,5%,-14%,-1.5%,13%,-8%
COc1cc(NC(=O)CCC2CCCC2)cc(-n2cnnn2)c1,7%,-29%,8.0%,-0.3%,3%,8%,0.0%,3%,-43%
COc1cc(OC)c(OC)cc1CNCCSc1nnnn1C,.,16%[20 µM],.,-0.1%,-6%,2%,0.1%,7%,-20%
Cc1cc(C)n(-c2ccc(NC(=O)C3CCN(Cc4ccc(C)o4)CC3)cc2)n1,7%,16%,1.9%,-0.2%,9%,6%,-0.1%,1%,-25%
Cc1ccc(NC(=O)Cc2ccc3c(c2)CCCC3)cc1C,3%,16%,3.0%,-0.3%,-12%,7%,1.7%,2%,-16%
COC(=O)CSc1nnc(C2COc3ccccc3O2)n1-c1ccccc1 (configuration not stated),4%,20%,-1.3%,0.0%,-8%,10%,-3.4%,10%,-16%
CCC1CCCCN1C(=O)Cn1c(=O)oc2ccccc21 (configuration not stated),14%,12%,1.9%,0.3%,9%,1%,-0.6%,3%,-10%
COc1ccc(NC(=O)c2ccc(Oc3ncccn3)cc2)cc1,5%,-17%[20 µM],-3.3%,-0.1%,-5%,-15%,-0.1%,5%,-23%
O=C(NC1CCCC1)C1CCN(C(=O)c2ccc(-c3ccccc3)cc2)CC1,24%,-24%[20 µM],.,-0.1%,14%,-27%,-1.1%,6%,16%
COc1ccc(NC(=O)NCCCN2CCN(c3cc(C)ccc3C)CC2)cc1,5%,-14%,1.7%,-0.3%,7%,-13%,-3.1%,-1%,-42%
Cc1cccc(C)c1Nc1nnc(SCc2cn3cccc(C)c3n2)s1,2%,-2%,-0.9%,0.5%,-9%,10%,1.5%,1%,1%
O=C1CC(CSc2ccc(Cl)cc2)=NN1,30%,16%,-2.3%,-0.3%,6%,5%,3.3%,.,-4%
CCCc1ccc(-c2ccc(F)c(N)c2)nc1,10%,24%,-2.2%,-0.1%,.,-171%,3.5%,3%,37%
CCOC(=O)c1cc2sc(C)cc2n1CCCN1C(=O)c2ccccc2C1=O,8%,15%,1.6%,-0.2%,0%,8%,1.9%,5%,10%
COc1ccc(-c2nnc(SC(C)C(=O)Nc3c(C)n(C)n(-c4ccccc4)c3=O)o2)cc1 (configuration not stated),21%,17%,-3.4%,-0.1%,25%,6%,-2.5%,0%,-7%
Cc1nc(NC(=O)C2CC2)sc1C(=O)N(C)C,3%,19%,-1.6%,0.6%,22%,4%,0.1%,9%,-10%
CC(=O)Oc1ccc(C(=O)Nc2cc(C)ccc2NC(=O)COc2ccccc2)cc1,27%,12%,-2.8%,0.2%,2%,11%,0.6%,0%,13%
O=C(COC(=O)Cn1cnc2ccccc21)NCCC1=CCCCC1,5%,-13%,2.3%,0.3%,9%,11%,2.3%,10%,-4%
CCCOc1ccc(N/C=C/C(=O)C(C)(C)C)cc1,2%,-23%,7.7%,-0.2%,-6%,-19%,-0.3%,4%,3%
COc1cccc(C(=O)NNC(=O)CCc2ccccc2)c1,5%,-3%,-2.7%,-0.3%,6%,2%,0.8%,5%,-33%
Fc1ccccc1/C=C/c1ccc2ccccc2n1,8%,-6%,2.7%,1.0%,-4%,-156%,-3.1%,4%,-3%
Cc1ccccc1Cn1c(=O)n(CCC(=O)NCc2ccc3c(c2)OCO3)c(=O)c2ccccc21,18%,11%,24%,0.0%,8%,3%,-1.7%,-1%,-57%
CN(C)C(CNS(=O)(=O)c1ccc(Br)cc1)c1cccnc1 (configuration not stated),1%,-28%,1.5%,-0.3%,0%,15%,2.5%,9%,-36%

# Taken from above.
# Value for `CCCOc1ccc(N/C=C/C(=O)C(C)(C)C)cc1` under MgcRacGAP inhibition: 4%
# Value for `Cc1ccccc1Cn1c(=O)n(CCC(=O)NCc2ccc3c(c2)OCO3)c(=O)c2ccccc21` under SV40 large T antigen: 18%
# Value for `O=C1CC(CSc2ccc(Cl)cc2)=NN1` under HIV peptide binding: 3.3%
# Value for `CCOC(=O)c1cc2sc(C)cc2n1CCCN1C(=O)c2ccccc2C1=O` under HIV peptide binding: 1.9%

# Continuation:
SMILES,SV40 large T antigen,KOR beta-arrestin-1,KOR beta-arrestin-2,GPR55 activation,GPR55 LPI antagonism,HEK293 NOD2/NF-kB,HIV peptide binding,MgcRacGAP inhibition,NOD1 NF-kB reporter
COc1ccc([N+](=O)[O-])cc1N(CC(O)CN(C)C)S(=O)(=O)c1ccc(C)cc1 (configuration not stated),.,-18%,-2.0%,0.3%,-3%,30%,-1.1%,4%,-19%
Cc1ccc(-c2csc3ncnc(Oc4ccc5c(C)cc(=O)oc5c4)c23)cc1,5%,-34%,2.0%,0.7%,-6%,-7%,-0.3%,10%,24%
O=C(CNC(=O)c1ccco1)N=Nc1c(O)[nH]c2ccc([N+](=O)[O-])cc12,6%,12%,-3.6%,-0.2%,3%,12%,-1.9%,12%,-4%
O=C(COC(=O)c1cccc2c1C(=O)c1ccccc1C2=O)NC1CCCCC1,17%,3%,5.3%,-0.1%,8%,4%,-2.5%,11%,-11%
CC1Sc2ccc(S(=O)(=O)CCC(=O)NC3CCCCC3C)cc2NC1=O (configuration not stated),6%,-9%,5.0%,-0.4%,-3%,4%,2.4%,-1%,-31%
COc1ccc(CN(Cc2ccc(OC)cc2)C(=O)c2cccs2)cc1,7%,6%,-3.6%,-0.4%,13%,-49%,-2.3%,.,6%
Cc1cc(C)cc(N(CC(=O)NC2CCCC2)C(=O)CCC(=O)Nc2nccs2)c1,9%,-5%,-0.6%,-0.2%,-7%,-7%,5.1%,7%,-20%
Cn1c(CNC(=O)c2ccco2)nnc1SCC(=O)Nc1cccc(F)c1,1%,-7%,-1.7%,-0.9%,0%,2%,-0.7%,13%,-22%

# Four successive compounds already listed, for reference:
SMILES,SV40 large T antigen,KOR beta-arrestin-1,KOR beta-arrestin-2,GPR55 activation,GPR55 LPI antagonism,HEK293 NOD2/NF-kB,HIV peptide binding,MgcRacGAP inhibition,NOD1 NF-kB reporter
Cc1cccc(C)c1Nc1c(-c2ccccc2O)nc2ncccn12,21%,-1%,5.7%,0.2%,-6%,4%,-1.4%,7%,-10%
COC(=O)c1cccc(S(=O)(=O)N2CCCCC2)c1,-6%,20%,-2.8%,1.0%,-7%,13%,7.3%,8%,13%
Cc1nn(CC(=O)Nc2ccc3nc4n(c(=O)c3c2)CCCC4)c(C)c1[N+](=O)[O-],12%,0%,-4.7%,0.0%,-4%,4%,-0.5%,9%,-26%
O=C(Cc1c(Cl)cccc1Cl)OCc1ccccn1,8%,-5%,-5.0%,0.3%,9%,27%,-1.0%,8%,-42%

# Only part of the results is shown; rates above refer to the full screens.
